SRC1 TRFRET art: counter-screen for PPARgamma SRC-1 recruitment agonists: TR-FRET artefact | TR-FRET ratio at 8 µM | actives 0.34% (n = 99,000) | AID 1051 | TR-FRET detection artefact counter-screen, emission ratio; hits give high values; in the data active = TR-FRET ratio above about 2300; note: inactives centre near 1800; reference of the scale not given here
SRC3 TRFRET art: flags TR-FRET format artefacts in PPARgamma SRC-3 recruitment agonist screen | TR-FRET artefact counter-screen, PPARgamma/SRC-3 format; hits give high values | TR-FRET ratio at 8 µM | actives 0.39% (n = 99,000); in the data active = TR-FRET ratio above about 2000; note: inactives centre near 1600; reference of the scale not given here
Active calls of the source: *. Only part of the results is shown; rates above refer to the full screens.

SMILES	SRC1 TRFRET art	SRC3 TRFRET art
Cc1nnc(N(C)C(=O)c2ccc3c(c2)OCO3)s1	1424	1554
COc1cccc(C(c2c(NC(=O)c3ccccc3)sc(C)c2C)N2CCN(C)CC2)c1 (stereo not drawn)	2072	1586
O=C(NCC1CCCCC1)c1cc(S(=O)(=O)N2CCCCC2)ccc1N1CCOCC1	1822	1671
COC(=O)C/C=C/[C@@H](C)[C@@H](/C=N/OC[C@H]1O[C@H](c2ccccc2)C=C[C@@H]1Oc1ccc(OC)cc1)NS(=O)(=O)c1ccc(C)cc1	1958	1555
COc1ccc(C(C)=O)cc1COc1ccccc1[N+](=O)[O-]	1632	1433
CCOc1ccc(Cl)cc1S(=O)(=O)NCc1ccccn1	2214	1608
Oc1c(Cl)cc(Cl)cc1CNn1cnnc1	1914	1731
CC(=O)OC(CC(=O)O)C[N+](C)(C)C (stereo not drawn)	1758	1557
COc1cc(Cl)c(C)cc1NC(=O)c1cccc(OC)c1OC	1812	1469
CC(N=C1NS(=O)(=O)c2ccccc21)C(=O)N1CCc2ccccc2C1 (stereo not drawn)	1793	1549
O=C(CCC(=O)c1ccc(F)cc1)Nc1ccccc1Cl	1698	1293
COc1ccc(OC)c(NC(=O)C(=O)NNC(=O)c2cccs2)c1	1903	1631
CNC(=O)Nc1ccc2nc(C)sc2c1	1925	1385
O=C(CSc1nnc(-c2cccc(S(=O)(=O)N3CCCC3)c2)n1-c1ccccc1)Nc1ccc(C(=O)O)cc1	1606	1227
CC(=O)n1nc(-c2ccccc2)nc1NCc1ccc(N(C)C)cc1	1710	1649
COc1ccccc1C1CC(=O)n2c(nc(-c3ccccc3)c2-c2ccccc2)S1 (stereo not drawn)	1796	1725
COC(=O)C(C)(C)ONC(=O)Nc1ccccc1Cl	1855	1738
COC(=O)CCSCC(=O)N1N=C(c2ccc(Br)cc2)CC1c1cccc(OC)c1OC (stereo not drawn)	1881	1718
CCOc1cc(NC(=S)NCC2CCCO2)c(OCC)cc1NC(=O)c1ccc(C)cc1 (stereo not drawn)	1974	1505
COC(=O)/C(=C\c1ccc2c(c1)c1ccccc1n2C)NC(=O)c1ccccc1	1639	1510
CCOC(=O)/C(=N/Nc1ccc(Cl)cc1)Sc1nnnn1-c1ccc(C)cc1	1869	1465
FC(F)(F)Oc1ccc(Nc2nc3ccccc3o2)cc1	1934	1498
CCN1C(=O)C(O)(CC(=O)c2ccc(-n3cccc3)cc2)c2ccccc21 (stereo not drawn)	1740	1794
N#CC(C#N)=Cc1ccc(-c2ccc(S(=O)(=O)N=C(N)N)cc2)o1	1782	1662
Cn1c(CCc2ccccc2)n[nH]c1=S	1517	1585

Rewritten with two lines to a compound: part of the list above.
Results follow in this order: SRC1 TRFRET art, SRC3 TRFRET art
> Cc1nnc(N(C)C(=O)c2ccc3c(c2)OCO3)s1
 : 1424, 1554
> COc1cccc(C(c2c(NC(=O)c3ccccc3)sc(C)c2C)N2CCN(C)CC2)c1 (stereo not drawn)
 : 2072, 1586
> O=C(NCC1CCCCC1)c1cc(S(=O)(=O)N2CCCCC2)ccc1N1CCOCC1
 : 1822, 1671
> COC(=O)C/C=C/[C@@H](C)[C@@H](/C=N/OC[C@H]1O[C@H](c2ccccc2)C=C[C@@H]1Oc1ccc(OC)cc1)NS(=O)(=O)c1ccc(C)cc1
 : 1958, 1555
> COc1ccc(C(C)=O)cc1COc1ccccc1[N+](=O)[O-]
 : 1632, 1433
> CCOc1ccc(Cl)cc1S(=O)(=O)NCc1ccccn1
 : 2214, 1608
> Oc1c(Cl)cc(Cl)cc1CNn1cnnc1
 : 1914, 1731
> CC(=O)OC(CC(=O)O)C[N+](C)(C)C (stereo not drawn)
 : 1758, 1557
> COc1cc(Cl)c(C)cc1NC(=O)c1cccc(OC)c1OC
 : 1812, 1469
> CC(N=C1NS(=O)(=O)c2ccccc21)C(=O)N1CCc2ccccc2C1 (stereo not drawn)
 : 1793, 1549
> O=C(CCC(=O)c1ccc(F)cc1)Nc1ccccc1Cl
 : 1698, 1293
> COc1ccc(OC)c(NC(=O)C(=O)NNC(=O)c2cccs2)c1
 : 1903, 1631
> CNC(=O)Nc1ccc2nc(C)sc2c1
 : 1925, 1385
> O=C(CSc1nnc(-c2cccc(S(=O)(=O)N3CCCC3)c2)n1-c1ccccc1)Nc1ccc(C(=O)O)cc1
 : 1606, 1227
> CC(=O)n1nc(-c2ccccc2)nc1NCc1ccc(N(C)C)cc1
 : 1710, 1649

More entries:
SMILES	SRC1 TRFRET art	SRC3 TRFRET art
CC1c2nc3ccccc3n2C(CC(=O)NCCCN2CCOCC2)C(=O)N1Cc1ccccc1 (stereo not drawn)	1859	1591
S=c1[nH]nc(CN2CCCC2)n1Cc1ccccc1	1851	1687
Cc1ccc(C(=O)OCC(=O)Nc2sc3c(c2C#N)CCC3)cc1	1878	1610
O=C(NC1CC1)c1ccc2snnc2c1	1919	1489
Cc1c(C(=O)c2cccc([N+](=O)[O-])c2)c2ccccn2c1CCC#N	1781	1625
CCc1cc2c(=O)c(-c3ccc4c(c3)OCCO4)coc2c(CN2CCCCC2C)c1O (stereo not drawn)	1662	1619
O=C(NCCNc1cc(Cl)ccc1[N+](=O)[O-])c1ccco1	1593	1401
C/C(=N\NC(=O)c1ccc([N+](=O)[O-])cc1)c1cc2ccccc2oc1=O	1635	1494
COC(=O)NNC(=O)c1ccc(C)c(Br)c1	1766	1418
Nc1cc([N+](=O)[O-])ccc1Nc1ccccc1	1762	1627
CN(C)CC(O)COC(c1ccc(Cl)cc1)c1ccc(Cl)cc1 (stereo not drawn)	1922	1461
O=C(Nc1ccc(Br)cn1)c1cccc2c1-c1ccccc1C2=O	1812	1733
CCOC(=O)C1C(=O)C=C(c2cccs2)CC1c1ccccc1 (stereo not drawn)	1901	1376
Brc1ccc(-c2csc(N/N=C/c3ccco3)n2)cc1	1707	1608
O=C(NC1CCC(NC(=O)C(F)(F)C(F)F)CC1)C(F)(F)C(F)F (stereo not drawn)	1672	1846
COc1cc(NS(=O)(=O)c2ccc(NC(=O)CN3C(=O)c4ccccc4C3=O)cc2)ncn1	1802	1475
CCC(CC)NC(=O)COC(=O)c1cc(Br)ccc1Cl	1646	1560
CC(C)Cn1c(N)c(C(=O)COC(=O)c2cnc(Cl)c(Cl)c2)c(=O)n(C)c1=O	1594	1448
Cc1ccc(Cl)cc1NC(=O)C(Cc1ccccc1)N1C(=O)C2C3CCC(C3)C2C1=O (stereo not drawn)	1655	1450
O=C(Nc1ccc2ccccc2c1)c1ccc(NS(=O)(=O)c2ccc(Br)s2)cc1	1503	1440
CCCCCCn1c(Br)nc2c1c(=O)n(C)c(=O)n2C	1585	1419
O=C1CCCN1CCCNC(=S)Nc1ccccc1Cl	1813	1753
COc1ccccc1-n1c(CNC(=O)c2ccccc2)nnc1SCC(=O)Nc1nnc(C)s1	1845	1472
CCOC(=O)NC(=S)c1ccc[nH]1	1639	1522
O=C(O)c1ccc(N2C(=O)c3cccnc3C2=O)cc1	1835	1440
SMILES	SRC1 TRFRET art	SRC3 TRFRET art
Cc1ccc(-c2nc3ccsc3c(=O)[nH]2)cc1	1798	1573
C/C(=N\O)C1(C)N(O)C(C)(C)C(c2ccc(Br)cc2)=[N+]1[O-] (stereo not drawn)	1781	1438
COc1ccc(N2CC(O)=C(c3nc(-c4ccc(F)cc4)cs3)C2=N)cc1	1755	1424
CCNC(=S)Nc1cc(OC)c(NC(=O)c2ccco2)cc1OC	1828	1631
CCOC(=O)C1CCN(C(=O)COC(=O)CNC(=O)c2ccc(OC)cc2)CC1	1828	1497
CCc1c(C)nc2ncnn2c1NC1CCCc2ccccc21 (stereo not drawn)	1808	1650
C=C(C)C1CC=C(C)/C(=N\NC(=O)CNc2cccc3ccccc23)C1 (stereo not drawn)	1616	1605
COc1ccccc1NC(=O)Nc1ccccc1C(N)=O	1893	1613
COc1cc(S(=O)(=O)N2CCOCC2)ccc1NC(=O)CSc1n[nH]c(=O)[nH]c1=O	1917	1779
CCOC(=O)c1[nH]c2ccc(Br)cc2c1NC(=O)CCN1CCCC(C)(C)C1	1971	1768
CCC(=O)N1CCc2cc(OC)c(OC)cc2C1COc1ccc(OC)cc1 (stereo not drawn)	1796	1626
[N-]=[N+]=NC1C[C@H](n2ccc(=O)[nH]c2=O)O[C@@H]1CO (stereo partly drawn)	1544	1525
CCOc1ccc(NC(=S)N(CCN2CCOCC2)Cc2cc3cc4c(cc3[nH]c2=O)OCO4)cc1	1851	1510
CC1CCN(C(=O)c2ccc(CSc3ccc(Cl)cc3)cc2)CC1	1841	1696
N=C1SCC(=O)N1c1ncc(Cc2ccc(F)cc2)s1	1789	1618
Cc1cc2ncc(-c3ccc(Cl)cc3)cn2n1	1722	1353
COc1ccccc1CNC(=O)c1ccc(CNc2c(N3CCCC3)c(=O)c2=O)cc1	2213	1751
CCCCc1c(O)c2ccccc2n(CCCC)c1=O	1791	1466
Cc1ncccc1C(=O)N1CCCC(CNC(=O)c2ccc(-c3ccccc3)cc2)C1 (stereo not drawn)	1490	1502
O=C(CCC1CCCCC1)NC1=NCCS1	1853	1588
CC(=O)Nc1ccc(CN2CCC(CO)(CCOc3ccccc3)CC2)cc1	1697	1364
COc1ccc(/C(N)=N/O)cc1O	1654	1548
O=C(O)c1cc(-c2ccc(N3CCOCC3)cc2)nn1-c1ccccc1Cl	1858	1511
COc1cc(CC(=O)Nc2ccc(Cl)c(C(F)(F)F)c2)cc(OC)c1OC	1814	1690
CCOc1ccc(CN(C)CC(=O)Nc2cccc3ccccc23)cc1OC	1707	1614
SMILES	SRC1 TRFRET art	SRC3 TRFRET art
CCNC(=O)CSc1nnc(-c2cccs2)o1	1704	1480
O=C(NCc1ccncc1)c1ccc(Cl)c(S(=O)(=O)N2CCCCC2)c1	1732	1739
O=C(N(c1ccccn1)c1ccccn1)C12CC3CC(CC(C3)C1)C2	1804	1523
O=C(CSc1nc2ccccc2s1)Nc1cc(S(=O)(=O)N2CCOCC2)ccc1O	1596	1490
S=C(NCc1ccccc1)NC1CCCCC1	1602	1390
COCc1cc(/C=N\NC(=O)COc2ccc(Cl)cc2)ccc1OC	1733	1680
COc1ccc(-c2nc(NC(C)=O)sc2-c2ccccc2)cc1	1953	1439
CC(C)Oc1cccc(C(=O)C2CCCN(C(=O)c3ccnn3C)C2)c1 (stereo not drawn)	1646	1573
COCCNC(=O)C(c1ccc(O)cc1)N(C(=O)CCC(=O)Nc1nccs1)c1ccc(C)cc1 (stereo not drawn)	1801	1377
C/C(CC(=O)Nc1ccc(OCc2ccccc2)cc1)=N\NC(=O)C(=O)Nc1cccc(C)c1	1535	1562
Cc1cccc(NC(=O)CCSc2nnc(Cc3ccccc3)o2)c1	1954	1751
CC(=O)Nc1cccc(-c2nc3ccccc3s2)c1	1570	1579
O=Cc1cccn1-c1ccc(O)cc1	1773	1446
COc1ccc(OC)c(NC(=O)C(CC(C)C)NC(=O)C2CCCCC2)c1 (stereo not drawn)	1758	1767
COc1ccc(/C=N/NC(=O)c2ccncc2)cc1[N+](=O)[O-]	1792	1602
OCCC1CN(Cc2cccn2-c2nccs2)CCN1C1CCCCC1 (stereo not drawn)	1631	1542
CCN(CC)C(=O)COC(=O)c1ccc(C)c(NC(=O)c2ccco2)c1	1667	1472
O=C(/C=C/c1ccc(F)cc1)N1CCCN(C(=O)/C=C/c2ccc(F)cc2)CC1	2107	1616
Cc1ccc(NC(=O)CCN2C(=O)OC(C)(C)C2(C)O)cc1 (stereo not drawn)	1731	1453
COC(=O)c1ccc(Cl)c(S(=O)(=O)N2CCCC2)c1	1829	1508
Cc1ccc(S(=O)(=O)Nc2ccccc2CNc2ccccn2)cc1	2245	1644
COc1ccc(NC(=O)/C=C/c2ccc(OC)c(OC)c2)cn1	1801	1624
Cc1c(Cc2ccccc2)c(=O)oc2cc(O)cc(O)c12	1839	1616
CC1=C(C(=O)Nc2ccccc2)C(c2cc(CN3CCOCC3)cs2)C2=C(CCCC2=O)N1 (stereo not drawn)	1547	1488
CC(=O)c1ccc(NC(=O)N2CCN(c3ccc(C)cc3)C(C)C2)cc1 (stereo not drawn)	1794	1556
SMILES	SRC1 TRFRET art	SRC3 TRFRET art
COc1ccc([N+](=O)[O-])cc1NC(=O)C1CCCCC1C(=O)O (stereo not drawn)	1705	1520
Cc1cc(-c2ccco2)n(CC(=O)O)n1	1977	1484
Cc1cc(NC(=O)CSc2nc3c(c(=O)n2-c2ccccc2)SC(C)C3)no1 (stereo not drawn)	1850	1688
COc1cc2c(cc1NC(=O)COC(=O)/C=C/c1ccccc1)oc1ccccc12	1757	1735
C=CCN1N=C(/C=C/c2ccccc2)CCC1=O	1605	1323
CN(C)S(=O)(=O)c1cccc(NC(=S)NCc2ccco2)c1	2051	1620
COc1ccc(S(=O)(=O)N2CCN(C(=O)COc3ccccc3)CC2)cc1	1616	1680
Cc1ccc2c(c1)N/C(=C(\C=C(/Cl)[N+](=O)[O-])[N+](=O)[O-])N2	1631	1483
CCOc1ccc(S(=O)(=O)NNC(=O)c2cc3ccccc3o2)cc1	1853	1497
O=C(CCC(=O)Nc1ccccc1)N/N=C/c1ccccc1F	1962	1570
Cc1cc2nc3c(=O)n(C4CCCCC4)c(=O)[nH]c3nc2cc1N	1904	1634
CCCN(CCC)c1ccc(/C=N/NC(=O)CN2CCOCC2)cc1	1974	1557
CCOc1ccc(NC(=O)CC2C(=O)N(CC)C(=S)N2CCNC(C)=O)cc1 (stereo not drawn)	1535	1261
CCc1ccc(-c2csc3ncn(Cc4ccc(C(=O)O)cc4)c(=O)c23)cc1	2047	1579
Cc1c(Cl)cccc1NC(=O)CNCc1ccccc1F	1865	1408
COCCN=C1NC(=O)C(CC(=O)Nc2cccc(Cl)c2C)S1 (stereo not drawn)	1956	1661
CCc1n[nH]c(=S)n1N=C1CCC(C)CC1 (stereo not drawn)	1553	1505
O=c1c2ccccc2c2ccccc2c(=O)n1Cc1cccnc1	1882	1390
OCCCC1CCCN(Cc2cn[nH]c2-c2ccc(F)cc2F)C1 (stereo not drawn)	1639	1555
c1ccc2c(c1)Cn1nnnc1-2	1962	1633
Cc1ccc(-c2nc3ccc(Cl)cc3n2OC(C)C(=O)O)cc1 (stereo not drawn)	1671	1728

Source: PubChem BioAssay
